bCat nuc transl: modulators of beta-catenin nuclear translocation, primary screen, imaging, HeLa cells, immunofluorescence, high-content. nuclear translocation activity, % at 5 µM. actives 0.3% (n = 190,000). AID 1665, 2009;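 active means nuclear translocation activity above 50% at 5 µM, with a well cell count of 50 or more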;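 further: per-cell ratio of nuclear to cytoplasmic median beta-catenin stain intensity; plate controls were DMSO negative control for no effect and GSK-3 inhibitor IX positive control for full effect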
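Read-out: Nuclear/cytoplasmic beta-catenin signal ratio, % activation | Assay system: Human HeLa cell line | Times: 24 h compound exposure at 37°C, 5% CO2 | Signal: Fluorescence imaging of beta-catenin antibody stain plus DAPI | Dosing: 5 µM primary, 0.02–20 µM confirmation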
Dynein transport: inhibitors of GR-EGFP nuclear translocation, primary screen, dynein cargo transport inhibitor project, imaging, high-content, 3617.4 mouse cells. test concentration mostly 20 µM; stimulated with dexamethasone, 1 µM; stronger effect = lower value. z-score, hits read low. actives 0.47% (n = 220,000). AID 1381, 2008;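 active means plate z-score of nuclear minus cytoplasmic receptor signal below a set negative limit, without overly bright fluorescence or cell loss, cut at about -3.5 in these data, passing the limit was not always enough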;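 further: z-score of nuclear minus cytoplasmic ring GR-EGFP intensity difference per well; some compounds called inactive have numbers as strong as hits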
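Also added: dexamethasone, 1.0 µM final. Medium: tet-free, stripped-serum medium. Detection: fixed, Hoechst-stained cells imaged at 10x for EGFP. Read-out: nuclear-to-cytoplasmic GR-EGFP distribution per well. Times: induction 48 h, compound 1 h, agonist 30 min.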
Hep lipid drop: inhibitors of hepatocyte lipid droplet formation, primary screen, imaging, high-throughput imaging, BODIPY stain. actives 0.4% (n = 240,000). AML12 mouse hepatocytes, oleate lipid droplets. inhibition, % at 6.5 µM;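 active means lipid droplet intensity inhibited by at least 50%, with more than 500 cells counted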
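Material: mouse AML12 hepatocyte cell line, fixed after treatment; Timing: compound with oleate, overnight; Technique: high-content imaging of BODIPY-stained droplets and DAPI nuclei; Probe or stimulus: oleate, 100 µM final; Dosing: compound at 6.5 µM only.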
CSM14.1 death rescue: rescue of cells from ER stress-induced death, primary screen, 384-well, CSM14.1, thapsigargin, ATP luminescence (AID 1222) | CSM14.1 thapsigargin-induced death rescue, ATP luminescence; higher % means a stronger effect | one-dose cellular ATP content (survival), % at 20 µM; EC50 in µM for titrated hits | 190,000 tested, under 10 active;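 active means EC50 below 50 µM in the dose-response confirmation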;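 further: death triggered by thapsigargin at about 15 µM added after 2 h compound pretreatment; cell ATP read after overnight thapsigargin exposure of roughly 18 to 22 hours; normalized against plate controls of thapsigargin alone and 5% DMSO vehicle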
Salmonella PhoP GFP: inhibitors of PhoP regulon expression, primary screen, Salmonella Typhimurium, GFP reporter (AID 1863); one-dose inhibition, % at 50 µM; IC50 in µM for titrated hits; S. Typhimurium PhoP-regulated promoter GFP reporter, 4 h; higher % means a stronger effect; actives 0.16% (n = 300,000);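 active means inhibition over 29.93%, a cutoff 3 SD above the screen mean, later confirmed by dose response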;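 further: 0% = low Mg2+ inducing control and 100% = high Mg2+ repressing control; strong numbers were not always called active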
MT stabilize HCS: microtubule stabilizers in HeLa cells, primary screen, imaging, high-content imaging. actives 0.83% (n = 200,000). % tubulin-high responders, % at 10 µM. AID 2205, 2009. HeLa tubulin immunostaining HCS, 24 h; share of cells brighter than vehicle mean+2SD;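 active means plate Z-score above 3 for both tubulin-high and condensed-nucleus cell shares, with cell loss under 80%, at 10 µM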;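 further: anti alpha tubulin signal scored within the nucleus-defined area of each cell; some results filed as inactive read as strong as hits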
Autophagy HCS: autophagy modulators in MEF cells, primary screen, imaging, high-content, MEF GFP-LC3 | MEF GFP-LC3 puncta imaging; test concentration mostly 10 µM | calls only at 10 µM (by protocol) | actives 0.98% (n = 190,000) | AID 463193, 2010;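 active means percentage of spot-positive cells more than 3 SD above its plate mean, without a fluorescence outlier flag or 80% toxicity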;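 further: spot-positive cell cutoff set from DMSO-treated cells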
T cell HTS: modulators of CD8 T cell-vesicle binding, primary screen, mouse 2C CD8+ T cells, flow cytometry | 2C CD8+ T cell-vesicle binding; stronger effect = lower value | calls only at 7 µM | actives 0.068% (n = 330,000) | AID 2052, 2009;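 active means response, share of CD8 T cells binding vesicles, and their 90th percentile fluorescence all below set limits, cut at about 80% in these data, passing the limit was not always enough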
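Material: 2C TCR transgenic mouse naive CD8+ T cells, MACS-purified. Also added: QL9-charged Drosophila Ld/ICAM-1/B7-1 vesicles. Timing: binding 1.5 h at 37 °C. Measured by: high-throughput flow cytometry with anti-B7-1 and anti-CD8 staining. Read-out: percent CD8+ FL2 mean versus row control. Controls: Unloaded micro-vesicles (low), QL9 vesicles with 0.7% DMSO (high).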
Ins promoter up: insulin promoter activators in MIN6 cells, imaging, high-content screening, mouse beta cells; z-score at 5 µM; MIN6 insulin promoter-GFP reporter; stronger effect = higher value; actives 0.3% (n = 190,000);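 active means z-score above 3 at 5 µM with at least 500 cells counted in the well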
Dynein transport cytoplasmic EGFP: recorded beside Dynein transport, whose call it bears; z-score; measured here: cytoplasmic GR-EGFP intensity; stronger effect = higher value
Dynein transport nuclear GR-EGFP: second read-out of Dynein transport, no call of its own (marks repeat the call); z-score; measured here: nuclear GR-EGFP intensity;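 lower value marks the stronger effect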
Dynein transport cell count: also measured in Dynein transport; calls as there; z-score; measured here: cell count per field
Ins promoter up cell count: further read-out of Ins promoter up, marked with its call; cell count; measured here: cytotoxicity, nuclei count;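 total cells summed across four imaged fields per well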
Hep lipid drop cells 6.5 µM: second read-out of Hep lipid drop, no call of its own (marks repeat the call); cell count; measured here: cell count, cytotoxicity flag;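 cells counted across two imaged fields per well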
bCat nuc transl cell count 5 µM: further read-out of bCat nuc transl, marked with its call; cell count; measured here: cell count, cytotoxicity flag
T cell HTS vesicle-bound %: recorded beside T cell HTS, whose call it bears; double positive events, %; measured here: CD8+ vesicle-bound cell fraction;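 binding gate set so that unloaded-vesicle control wells show 10% double positive cells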
MT stabilize HCS Hoechst-high %: further read-out of MT stabilize HCS, marked with its call; % Hoechst-high responders; measured here: nuclear condensation Hoechst responders;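 share of cells brighter than vehicle mean plus two SD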
MT stabilize HCS cytotoxicity %: also measured in MT stabilize HCS; calls as there; toxicity, %; measured here: cytotoxicity by cell density;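 0% = mean cell density of plate MIN control wells and 100% = no cells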
Autophagy HCS cell loss 18 h: second read-out of Autophagy HCS, no call of its own (marks repeat the call); toxicity, %; measured here: cell loss, nuclei count;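 cell loss after 18 h compound exposure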
The depositor's hits bear a star; i = inactive; x = not tested or not shown; + = active, no number. The order is random; any-hit rate near 3%.

SMILES	bCat nuc transl	bCat nuc transl cell count 5 µM	Dynein transport	Dynein transport cytoplasmic EGFP	Dynein transport nuclear GR-EGFP	Dynein transport cell count	Hep lipid drop	Hep lipid drop cells 6.5 µM	CSM14.1 death rescue	Salmonella PhoP GFP	MT stabilize HCS	MT stabilize HCS Hoechst-high %	MT stabilize HCS cytotoxicity %	Autophagy HCS	Autophagy HCS cell loss 18 h	T cell HTS	T cell HTS vesicle-bound %	Ins promoter up	Ins promoter up cell count
CS(=O)(=O)N(CC(=O)N1CCN(c2ccccc2F)CC1)c1cc(C(F)(F)F)ccc1Cl	-1.7	1055	-0.888	0.375	-0.153	2.12	-9.7	783	2.6%	-5.5%	1.3	2.1	9.2	i	6.3	i	45.1	1.15	761
Cc1ccc(C)c(S(=O)(=O)N2CCCOC2CNC(=O)C(=O)NCc2ccco2)c1 (stereo unspecified)	1.7	905	-0.288	-0.301	-0.506	0.784	-5.8	530	12.3%	0.2%	2.9	3.0	0.1	i	2.1	i	27.4	-0.02	1332
Cc1ccc(NN2C(=O)C=C(c3ccc(Cl)cc3)C2=O)cc1	x	x	-1.61	0.203	-0.882	0.657	12.0	776	0.2%	9.4%	1.3	1.0	4.5	i	-6.2	i	46.2	-0.74	798
CCOC(=O)C(=CNc1cc(C)ccc1[N+](=O)[O-])C(=O)OCC	-0.3	1336	1.1	-0.226	0.287	-0.0326	8.0	603	x	-11.4%	x	x	x	x	x	i	33.2	-0.3	1038
COc1cccc(OC)c1C(=O)N1CCN(S(=O)(=O)c2ccccc2)CC1	-0.6	1032	-0.792	-0.275	-0.952	-0.183	-7.2	694	-3.4%	1.8%	2.9	2.3	7.6	i	4.2	i	20.5	0.72	1889
CC(=O)Nc1cccc(-c2nc3ccc(NC(C)=O)cc3s2)c1	-0.1	1452	3.31	-0.241	0.959	-1.07	12.0	696	-2.4%	3.7%	3.8	1.2	8.0	i	-4.0	i	35.9	-1.12	1395
O=C(CCCc1cccs1)Nc1ccc2c(c1)OCO2	-2.1	1073	-0.113	-0.206	-0.123	0.546	-7.0	646	-3.2%	2.7%	1.7	1.8	0.3	i	11.1	i	23.7	0.09	1259
CCN(CCCNC(=O)COc1cc(=O)n(CC)c2ccccc12)Cc1ccccc1	-0.5	1044	0.232	-0.193	0.398	1.52	-0.7	670	x	1.7%	5.0	2.8	5.0	+	4.0*	i	23.3	0.13	1199
Cc1ccc(S(=O)(=O)N(C)C)cc1NC(=O)COC(=O)c1ccc2c(c1)NC(=O)CS2	-2.5	1108	1.37	-0.188	0.498	-1.62	6.5	750	x	-0.8%	x	x	x	x	x	i	43.4	-0.03	1464
Cc1nc(NC(=O)CSc2nnc3ccccn23)c(Cl)cc1Cl	1.2	1371	-0.748	-0.241	-0.352	-0.14	x	x	-0.5%	-1.5%	2.9	1.5	5.3	i	-3.5	i	47.9	-0.15	1359
O=C1CS/C(=N/N=C/c2cccs2)N1Cc1ccc(F)cc1	-0.9	1260	-0.283	-0.171	0.295	-0.329	9.5	673	x	-13.0%	x	x	x	x	x	i	23.0	-1.27	995
COc1ccc(-c2csc(/C(C#N)=C/Nc3ccc4c(c3)OCCO4)n2)cc1	-3.0	1195	-0.305	-0.229	0.14	0.665	29.9	715	-2.6%	-0.7%	2.3	4.3	1.2	i	19.9	i	38.7	-0.53	1356
CCc1nccn1S(=O)(=O)c1cc(Br)ccc1OC	-3.0	1115	0.199	-0.261	0.0278	0.491	-4.0	727	-3.0%	16.1%	0.9	1.4	4.1	i	2.2	i	12.7	0.65	918
CC(C)CC(=O)c1c[nH]c(C(=O)O)c1	-0.2	1063	0.18	-0.128	0.107	0.327	10.6	695	-1.6%	-2.1%	1.5	1.8	7.3	i	7.2	i	61.9	-0.33	1291
c1ccc2c(Nc3nc(-c4ccncc4)nc4ccccc34)cccc2c1	-0.8	1251	0.574	-0.0681	0.917	-1.48	-14.9	687	x	-5.2%	x	x	x	x	x	i	31.0	-0.54	995
COc1ccc(S(=O)(=O)NC(C)(C)C)cc1-c1nnc2c3ccccc3c(C)nn12	x	x	1.99	-0.0302	1.12	-0.307	5.1	774	-0.4%	-12.2%	1.1	1.5	6.7	i	0.3	i	29.2	-0.7	979
COc1ccccc1-n1c(=S)[nH]c2c(sc(=S)n2-c2ccccc2)c1=O	0.8	1099	-1.21	-0.235	-0.799	1.02	35.5	684	-1.2%	-6.8%	6.6	1.6	11.4	i	-0.8	i	49.5	-0.06	1298
CCCCc1c(O)nc(SCC(=O)NCC2CCCO2)[nH]c1=O (stereo unspecified)	-5.9	967	0.414	-0.235	0.915	0.0572	x	x	1.6%	-0.1%	2.4	3.3	9.9	i	-2.0	i	27.8	0.17	1141
CCOc1ccccc1NC(=O)C(OC(=O)c1ccc(O)cc1)c1ccccc1 (stereo unspecified)	-0.1	1093	0.882	-0.22	0.781	-0.325	-8.1	707	-0.3%	14.4%	3.6	2.3	0.6	i	5.3	i	42.0	-0.07	1600
COC(=O)N/N=C/c1ccc([N+](=O)[O-])s1	x	x	0.156	-0.241	-0.295	-0.0477	-34.0	670	-5.7%	-28.1%	3.8	3.3	14.2	i	10.2	i	30.6	-0.62	813
CCCn1c(SCC(=O)Nc2ccc(OC)cc2)nnc1-c1ccncc1	x	x	1.77	-0.0551	0.866	-1.13	8.6	754	-0.8%	16.3%	2.0	1.7	7.3	i	-12.2	i	45.5	x	x
CCOC(=O)c1sc(Nc2nc3c(F)cccc3s2)cc1C	-4.3	531	0.888	-0.247	0.057	-0.45	-17.2	664	-1.8%	5.4%	1.2	5.0	6.0	i	-8.3	i	3.8	1.32	1231
Cc1cccc(C(=O)Nc2nnc(-c3ccc(C(C)(C)C)cc3)s2)c1	-1.7	1378	0.693	-0.0445	1.13	0.214	x	x	-2.4%	-2.3%	2.5	1.8	4.5	i	-14.5	i	65.7	0.1	1507
COc1cc(/C=C/C(=O)OCC(=O)Nc2cc(C(F)(F)F)ccc2N2CCOCC2)ccc1O	-0.5	945	-0.388	-0.175	-0.188	0.908	-11.0	645	3.9%	4.7%	4.4	3.1	7.7	i	-1.8	i	44.6	-0.26	1383
O=C(O)c1ccccc1-c1cn2cc(Cl)ccc2n1	-1.0	1014	2.05	-0.121	1.13	-0.701	1.8	715	x	-0.2%	2.4	1.5	0.4	i	-41.6	i	49.0	-0.77	1375
CCOC(=O)c1ccc(-n2cncn2)nc1	-1.9	881	2.86	-0.119	2.38	-1.64	x	x	0.0%	7.0%	3.1	1.5	2.0	i	12.7	i	12.5	0.47	1471
CC(=O)c1ccccc1NC(=O)COC(=O)c1ccc2c(c1)nc(C)n2-c1ccccc1	-1.2	1153	-0.628	-0.244	-0.132	1.21	-11.1	516	0.8%	-5.9%	4.7	2.1	7.7	i	4.2	i	41.7	0.05	1367
O=C(Nc1sc2c(c1-c1nc3ccccc3[nH]1)CCCC2)C1CC1	-1.1	928	2.34	-0.0801	1.24	-1.34	x	x	-1.4%	-5.8%	4.0	1.5	4.5	i	-7.8	i	40.9	0.02	1215
Cc1ccc(C(=O)CSc2nnc(-c3cccnc3)n2N)cc1	9.2	971	-0.289	-0.257	-0.259	-0.295	15.1	603	-2.4%	3.8%	30.2*	21.9*	25.0*	i	13.4	i	33.7	x	x
CC(C)(C)N(NC(=O)c1ccccc1)C(=O)c1ccc(C(=O)N(NC(=O)c2ccccc2)C(C)(C)C)cc1	-0.2	965	0.333	-0.0298	0.351	0.521	0.7	687	-3.5%	2.1%	2.0	2.3	4.7	i	-11.0	i	3.9	-0.03	1491
CC(C)c1nc(C(=O)N2CCc3c([nH]c4ccccc34)C2c2ccccn2)cs1 (stereo unspecified)	0.7	1018	0.646	-0.294	0.599	0.384	-17.3	545	0.8%	4.4%	3.4	0.7	1.7	i	15.5	i	49.2	0.23	1523
CCO[C@@H]1OC(C(=O)N2CCN(Cc3ccc4c(c3)OCO4)CC2)=C[C@H](C2CC2)[C@H]1CCCO	1.6	1053	3.2	-0.324	1.94	-0.289	-3.5	728	-0.1%	14.5%	1.4	0.9	5.3	i	7.6	i	43.2	0.29	1460
Cc1cccc2c1-c1sc(C(=O)NCCCN3CCc4ccccc4C3)cc1CO2	1.3	1296	-0.422	0.0264	0.647	-0.293	26.9	738	x	-8.4%	x	x	x	x	x	i	40.3	x	x

High-throughput results from PubChem.
